Screening data as filed in PubChem.
MT stabilize HCS: stabilizes microtubules in HeLa cells | HeLa tubulin immunostaining HCS, 24 h; share of cells brighter than vehicle mean+2SD | % tubulin-high responders, % at 10 µM | 0.83% of 200,000 active | AID 2205;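 active means plate Z-score above 3 for both tubulin-high and condensed-nucleus cell shares, with cell loss under 80%, at 10 µM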;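 further: anti alpha tubulin signal scored within the nucleus-defined area of each cell; some results filed as inactive read as strong as hits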
Lipid droplet: hepatic lipid droplet formation modulation; 0.4% of 240,000 active; AML12 mouse hepatocytes, oleate lipid droplets, BODIPY imaging; AID 1656; inhibition, % at 6.5 µM;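 active means lipid droplet intensity inhibited by at least 50%, with more than 500 cells counted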
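Material – AML12 mouse liver cells · Also added – oleate loading, 100 µM · Compound dosing – 6.5 µM single-point dosing · Times – overnight treatment with compound plus oleate · Measured by – fluorescence imaging, 20x objective, two fields per well · Read-out – percent inhibition of filter-corrected integrated lipid droplet intensity per well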
M1AAP inhibition: malaria alanyl aminopeptidase activity blockers – biochemical, fluorogenic H-Leu-NHMec substrate, 1536-well (AID 1445) | one-dose inhibition, % at 30 µM; IC50 in µM for titrated hits | recombinant M1AAP, H-Leu-NHMec fluorogenic kinetic assay; higher % means a stronger effect | 0.42% of 220,000 active;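 active means primary inhibition above the hit cutoff, then over 50% inhibition at one or more dose response concentrations, cut at about 23% in these data, passing the limit was not always enough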;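 further: plate controls were DMSO full reaction for no effect and no enzyme background for full effect; strong numbers were not always called active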
Insulin prom up: MIN6 insulin promoter up-regulation; AID 1625; MIN6 insulin promoter-GFP reporter, high-content imaging; stronger effect = higher value; 0.3% of 190,000 active; z-score at 5 µM;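 active means z-score above 3 at 5 µM with at least 500 cells counted in the well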
P. falciparum M17LAP: P. falciparum M17LAP inhibitors, primary screen, biochemical, fluorogenic H-Leu-NHMec substrate, 1536-well (AID 1619) | recombinant M17LAP, H-Leu-NHMec fluorogenic kinetic assay; higher % means a stronger effect | one-dose inhibition, % at 30 µM; IC50 in µM for titrated hits | 0.38% of 220,000 active;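 active means compound inhibiting the enzyme by more than half at any dose during confirmatory dose-response retesting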;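 further: plate controls were full reaction with DMSO carrier for no effect and no enzyme background for full effect; strong numbers were not always called active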
Dynein cargo inh: dynein cargo transport inhibition; 0.47% of 220,000 active; z-score, hits read low; 3617.4 mouse cells, GR-EGFP nuclear translocation imaging; test concentration mostly 20 µM; stimulated with dexamethasone, 1 µM; stronger effect = lower value;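 active means plate z-score of nuclear minus cytoplasmic receptor signal below a set negative limit, without overly bright fluorescence or cell loss, cut at about -3.5 in these data, passing the limit was not always enough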;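 further: z-score of nuclear minus cytoplasmic ring GR-EGFP intensity difference per well; some compounds called inactive have numbers as strong as hits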
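Also added: dexamethasone, 1.0 µM final. Medium: tet-free, stripped-serum medium. Detection: fixed, Hoechst-stained cells imaged at 10x for EGFP. Read-out: nuclear-to-cytoplasmic GR-EGFP distribution per well. Times: induction 48 h, compound 1 h, agonist 30 min.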
Autophagy mod: alters autophagy in cells; MEF GFP-LC3 puncta imaging; test concentration mostly 10 µM; calls only at 10 µM (by protocol); 0.98% of 190,000 active; AID 463193;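 active means percentage of spot-positive cells more than 3 SD above its plate mean, without a fluorescence outlier flag or 80% toxicity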;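 further: spot-positive cell cutoff set from DMSO-treated cells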
ER stress rescue: rescue of cells from ER stress-induced death, primary screen, 384-well, CSM14.1, thapsigargin, ATP luminescence (AID 1222); 190,000 tested, under 10 active; one-dose cellular ATP content (survival), % at 20 µM; EC50 in µM for titrated hits; CSM14.1 thapsigargin-induced death rescue, ATP luminescence; higher % means a stronger effect;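 active means EC50 below 50 µM in the dose-response confirmation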;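 further: death triggered by thapsigargin at about 15 µM added after 2 h compound pretreatment; cell ATP read after overnight thapsigargin exposure of roughly 18 to 22 hours; normalized against plate controls of thapsigargin alone and 5% DMSO vehicle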
Yfh1-off respiration: enhancers of respiration in Yfh1-depleted yeast, dose response, Friedreich's ataxia, plus single-dose screen (AID 1465); fold induction at 50 µM, or EC50 in µM where a hit was titrated; 0.074% of 220,000 active; S. cerevisiae Yfh1-off respiration, WST-1 reduction, 72 h; higher fold induction means a stronger effect;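 active means fold induction of absorbance versus untreated yeast above a set limit, then at least 30% activation at any dose in follow-up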;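 further: activators that raise dye reduction in frataxin-depleted yeast; strong numbers were not always called active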
Dynein cargo inh cytoplasmic EGFP: second read-out of Dynein cargo inh, no call of its own (marks repeat the call); z-score; measured here: cytoplasmic GR-EGFP intensity; stronger effect = higher value
Dynein cargo inh nuclear GR-EGFP: further read-out of Dynein cargo inh, marked with its call; z-score; measured here: nuclear GR-EGFP intensity;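 lower value marks the stronger effect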
Dynein cargo inh cell count: recorded beside Dynein cargo inh, whose call it bears; z-score; measured here: cell count per field
Insulin prom up cell count: also measured in Insulin prom up; calls as there; cell count; measured here: cytotoxicity, nuclei count;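 total cells summed across four imaged fields per well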
Lipid droplet cells 6.5 µM: recorded beside Lipid droplet, whose call it bears; cell count; measured here: cell count, cytotoxicity flag;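 cells counted across two imaged fields per well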
MT stabilize HCS Hoechst-high %: recorded beside MT stabilize HCS, whose call it bears; % Hoechst-high responders; measured here: nuclear condensation Hoechst responders;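 share of cells brighter than vehicle mean plus two SD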
MT stabilize HCS cytotoxicity %: further read-out of MT stabilize HCS, marked with its call; toxicity, %; measured here: cytotoxicity by cell density;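 0% = mean cell density of plate MIN control wells and 100% = no cells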
Autophagy mod cell loss 18 h: also measured in Autophagy mod; calls as there; toxicity, %; measured here: cell loss, nuclei count;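 cell loss after 18 h compound exposure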
An asterisk follows results filed as active; i = inactive; . = no result given. The order is random, and some 3.5% of all compounds hit somewhere here.

SMILES	MT stabilize HCS	MT stabilize HCS Hoechst-high %	MT stabilize HCS cytotoxicity %	Lipid droplet	Lipid droplet cells 6.5 µM	M1AAP inhibition	Insulin prom up	Insulin prom up cell count	P. falciparum M17LAP	Dynein cargo inh	Dynein cargo inh cytoplasmic EGFP	Dynein cargo inh nuclear GR-EGFP	Dynein cargo inh cell count	Autophagy mod	Autophagy mod cell loss 18 h	ER stress rescue	Yfh1-off respiration
COC(=O)c1ccc(COC(=O)CCS(=O)(=O)c2ccc(C)cc2)cc1	4.3	3.2	7.9	3.2	645	-2.8%	0.5	1692	-4.8%	-0.751	-0.211	-0.0678	0.842	i	-12.3	0.5%	i
O=C(CC1Sc2ccccc2NC1=O)Nc1cccnc1 (centres undefined)	2.1	2.2	6.5	-1.9	649	-2.1%	0.19	1338	5.8%	1.06	-0.276	0.59	-0.127	i	23.6	-0.3%	i
Cc1cc(Nc2ccc(N3CCOCC3)cc2)c2cccc(C)c2n1	.	.	.	11.3	761	8.6%	0.12	1027	10.9%	1.3	-0.0515	1.44	-2.12	.	.	.	i
CCOC(=O)C1CCN(CC(=O)Nc2c(C(=O)OC)[nH]c3cccc(Cl)c23)CC1	1.5	0.4	3.0	.	.	6.7%	0.2	1150	9.9%	-0.165	-0.204	-0.0568	0.375	i	-16.7	-0.1%	i
CCCC(C)NC(=O)c1cc(Cl)ccc1OC (centres undefined)	1.8	1.6	6.8	18.7	777	8.6%	0.07	947	-2.6%	-0.598	-0.237	-0.383	0.292	i	-6.7	1.8%	i
O=C(N/N=C/c1cc(Cl)ccc1O)c1ccccc1Br	2.8	1.6	15.7	-24.6	655	30.8µM*	-2.3	994	6.8%	-0.524	-0.287	-0.0773	0.0475	i	28.3	-5.5%	i
CCOC(=O)C1CCCN(CC(=O)NC2CC2)C1 (centres undefined)	.	.	.	.	.	-5.1%	-0.17	1213	8.2%	.	.	.	.	.	.	-2.7%	i
Nc1nc(SCc2ccc(Cl)cc2Cl)ns1	0.9	1.8	0.6	2.2	755	-0.3%	.	.	4.1%	-0.183	-0.243	0.191	1.12	i	-1.7	21.0%	i
O=C(Nc1ccccc1)N1CCCC1	1.3	1.2	5.3	-3.5	799	1.1%	0.03	815	-0.3%	1.05	-0.245	0.792	-0.806	i	12.7	-0.6%	i
Cc1cc(C)c(S(=O)(=O)c2c(C)cccc2C)c(Cl)n1	2.4	1.2	1.8	.	.	-2.0%	.	.	5.2%	4.48	-0.15	1.34	-1.96	i	-0.8	3.6%	i
COc1cccc(C(=O)Nc2c3c(nn2-c2ccccc2C)CS(=O)C3)c1OC (centres undefined)	1.9	2.3	10.4	4.4	789	11.7%	0.15	888	-4.7%	0.856	-0.218	0.962	-0.477	i	15.6	-0.8%	.
CCOC(=O)c1cc2ccccc2n1CCN(CC)CC	1.2	1.0	4.8	-23.9	755	4.9%	-0.11	996	-4.3%	-0.196	-0.243	-0.0386	0.499	i	18.9	-0.1%	i
CC(O)Cc1cn([C@@H](CCCCNC(=O)OC(C)(C)C)C(=O)N2CCN(C(=O)OC(C)(C)C)CC2)nn1 (some centres undefined)	1.7	1.2	4.0	3.6	728	6.3%	-0.02	1377	3.5%	-0.75	-0.268	-0.197	0.452	i	-5.1	-0.9%	i
COC(=O)c1ccc(-c2ccc(CNCC(O)c3ccccc3)o2)cc1 (centres undefined)	5.3	1.9	4.1	-19.4	634	3.8%	0.52	1870	-6.9%	-0.093	-0.194	0.278	0.418	i	-2.1	-1.5%	i
Cc1cccnc1N(C(=O)Nc1cccc(Cl)c1)C1=NCC(C)(C)S1	7.4	2.0	7.4	-3.2	747	5.9%	0.01	1256	-1.6%	0.0539	-0.312	0.543	0.685	i	11.0	-2.6%	i
O=C1CN(C(=O)COc2ccccc2F)c2ccccc2N1	3.6	2.4	1.8	-10.0	643	3.5%	0	1453	5.4%	1.34	-0.181	0.917	-1.34	i	-0.5	-1.2%	i
CC/C(=N/NC(=O)CNc1ccc(Cl)cc1C)c1ccccc1	2.8	2.1	10.0	-25.1	737	8.5%	-0.56	1183	4.2%	0.873	-0.303	0.443	-0.39	i	1.4	0.5%	i
Cn1ccnc1SCC(=O)Nc1ccc2c(c1)COC2=O	3.1	1.5	2.0	-1.0	707	3.9%	.	.	-5.5%	-0.0403	-0.192	-0.672	0.522	i	-3.0	9.6%	i
CC(C)N(C)CCOC(=O)c1ccccc1Cl	4.5	2.0	6.3	17.5	661	3.1%	0.12	1361	10.3%	0.339	-0.275	0.0489	-0.675	i	-4.5	-4.5%	i
CCN1C(=O)C2(C(C#N)=C(N)Oc3n[nH]c(C(C)C)c32)c2ccccc21 (centres undefined)	2.7	1.5	11.8	-2.6	696	-0.7%	0.07	993	-5.4%	0.192	-0.19	0.277	1.06	i	3.8	.	i
CC(C)Cc1nc(SCc2cccnc2)c2c(=O)n(C)c(=O)n(C)c2n1	1.9	1.0	8.8	-20.9	677	5.4%	-0.47	1543	-16.9%	1.47	-0.15	0.477	-0.129	i	8.8	-1.1%	i
COc1ccc(/C=N/NC(=O)Cn2cc(C(F)(F)F)ccc2=O)cc1	3.1	5.8	8.2	-14.9	742	2.3%	-0.1	1278	-3.3%	-0.623	-0.277	0.187	0.268	i	-4.5	-1.0%	i
CC(NC(=O)/C(=C/c1ccc(OC(F)F)cc1)c1ccccc1)c1ccccc1 (centres undefined)	5.0	2.1	7.4	0.0	728	2.7%	-0.55	1450	1.9%	-0.35	-0.269	-0.0768	0.183	i	-1.1	7.8%	i
COc1ccc(CNC(=O)C(=O)NCC2OCCN2S(=O)(=O)c2ccc3c(c2)OCCO3)cc1 (centres undefined)	2.3	1.9	2.4	-3.4	710	3.3%	0.96	1250	-3.9%	0.201	-0.125	1.12	-0.647	i	-15.8	-0.2%	i
CC(=O)Nc1cc(C(C)(C)C)c(O)c(C(C)(C)C)c1	0.9	1.7	10.4	-4.3	745	6.7%	0.37	916	-6.6%	-0.421	-0.0861	-0.106	0.84	i	0.5	-0.6%	i

M1AAP inhibition: hit marks shown above
compound | MT stabilize HCS Hoechst-high % | M1AAP inhibition | P. falciparum M17LAP | Dynein cargo inh | Dynein cargo inh cytoplasmic EGFP | Dynein cargo inh nuclear GR-EGFP | Dynein cargo inh cell count
O=C(N/N=C/c1cc(Cl)ccc1O)c1ccccc1Br | 1.6 | 30.8µM* | 6.8% | -0.524 | -0.287 | -0.0773 | 0.0475

Continuation.
SMILES	MT stabilize HCS	MT stabilize HCS Hoechst-high %	MT stabilize HCS cytotoxicity %	Lipid droplet	Lipid droplet cells 6.5 µM	M1AAP inhibition	Insulin prom up	Insulin prom up cell count	P. falciparum M17LAP	Dynein cargo inh	Dynein cargo inh cytoplasmic EGFP	Dynein cargo inh nuclear GR-EGFP	Dynein cargo inh cell count	Autophagy mod	Autophagy mod cell loss 18 h	ER stress rescue	Yfh1-off respiration
NC(=O)CSc1nnc(-c2cc3ccccc3o2)n1Cc1ccccc1	1.6	1.0	4.8	-17.6	714	1.6%	-0.11	1201	-0.1%	-0.081	0.22	0.115	0.391	i	-13.3	0.6%	i
COc1ccccc1NC(=O)N1CCc2[nH]c3ccc(Cl)cc3c2C1	19.9	3.7	26.0	.	.	0.0%	0.37	1005	-1.8%	-0.5	-0.188	-0.442	-0.361	i	16.7	-1.5%	i
CCCN1C(=O)c2cc(C(=O)NC3CCCCCC3)ccc2C1O (centres undefined)	3.4	2.8	6.7	7.6	607	5.7%	-0.63	1855	5.6%	-0.239	-0.176	0.138	-0.226	.	.	-2.8%	i
O=C(Cc1csc(-c2ccccc2)n1)Nc1ccc(C(F)(F)F)cc1	2.6	3.8	6.3	-14.7	657	2.2%	-0.12	1340	4.7%	-0.233	-0.264	-0.576	0.46	i	-2.5	0.1%	i
COc1ccnc(Oc2ccccc2)n1	3.5	3.2	8.8	11.6	655	0.7%	0.04	1138	20.6%	-0.0584	-0.161	-0.237	-0.168	i	8.8	-0.8%	i
Cc1ccc2c(c1)C(=O)CC(O)(C(F)(F)F)O2 (centres undefined)	.	.	.	-21.2	685	-0.2%	-0.24	1035	2.2%	-0.96	-0.264	-0.57	1.57	.	.	.	i
CC(=O)Nc1ccc(N=Cc2nc(-c3ccc(C)cc3)oc2O)cc1	3.9	2.2	8.3	36.3	694	2.7%	0.35	1197	1.3%	0.979	0.133	0.648	-0.112	i	-7.6	.	i
CCOC(=O)C(=CNc1cscc1S(=O)(=O)C(C)C)C(=O)OCC	.	.	.	-15.3	672	3.4%	.	.	12.5%	-0.773	-0.245	-0.42	0.246	.	.	.	i
COc1ccc(C(=O)C(CCCCC(CN(C)C)C(=O)c2ccc(OC)cc2)CN(C)C)cc1 (centres undefined)	2.4	2.0	2.5	.	.	1.7%	-0.35	1418	1.0%	-0.185	-0.137	0.621	1.19	i	-18.2	-0.3%	.
Cc1ccc(CNC(=O)CO/N=C/c2ccc(C(C)(C)C)cc2)cc1	1.2	2.0	2.1	10.2	555	-1.8%	-0.67	1212	-7.2%	0.0275	-0.253	0.118	0.467	i	1.5	-3.3%	i
O=C(COC(=O)c1ccccc1OCc1ccccc1Cl)NC1CC1	2.4	1.2	5.4	.	.	0.6%	-0.77	1584	-116.5%	-0.461	-0.193	-0.437	0.393	i	2.8	2.4%	i
COc1ccccc1NC(=O)Nc1cccc(NC(C)=O)c1	.	.	.	-8.1	794	5.6%	-0.89	1178	2.3%	0.409	0.0412	0.162	-1.32	.	.	.	i
CCOc1ccccc1NC(=O)C(=O)NCC1CCCN1CC (centres undefined)	3.6	2.6	6.0	.	.	4.3%	-0.84	1337	13.6%	0.24	-0.144	-0.221	0.639	i	16.4	-1.4%	i
